# Assay outcomes from PubChem BioAssay.
# CRE Fsk mod: alters forskolin-stimulated CRE reporter signaling in CHO cells. CHO CRE-bla reporter (cAMP response element driving beta-lactamase), forskolin EC10, beta-lactamase ratio. Potency, µM (doses to about 38.2 µM), for the others: at the highest dose activity change, negative = inhibition, most hits filed as activators. 71,000 compounds, 2.5% hits; active = well fitted activation curve with a large enough effect in the signal ratio, with a control signal flat, not every such curve was filed as active; inconclusive = small, poorly fitted or top-dose-only effect, or effect the other way, or a change in a side signal; the % refers to the signal ratio; note: potency is the fitted concentration of half-maximal effect; % of control where 0% means no effect
#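 Titrated compounds plus EC10 NKH 477 on CHO CRE-bla cells, 3 h, 37 °C. CCF4, 2 h RT. Ratio 460/530 nm → AC50.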
# Texas Red fluor: compounds fluorescent in Texas Red spectral region; Compound fluorescence, Texas Red channel, 547/618 nm; active compounds read high; max dye-equivalent concentration, M; 59,000 compounds, 0.06% hits; AID 587; in the data active = max dye-equivalent concentration above about 10 nM; inconclusive = between about 1.1 nM and that limit
#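 Pin-transferred compounds and Texas Red standards go into 100 mM Tris buffer, pH 8.0. After 15 min at room temperature, plates are imaged with 547/618 nm filters. Each value is a dye-equivalent concentration derived from the per-plate dye curve.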
# Rhodamine fluor: compound fluoresces in the rhodamine spectral region; Rhodamine-region fluorescence, 547/598 nm, Tris buffer; active compounds read high; max dye-equivalent concentration, M; 59,000 compounds, 0.05% hits; in the data active = max dye-equivalent concentration above about 11 nM; inconclusive = between about 1.1 nM and that limit
#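 Read-out is relative fluorescence at 547 nm excitation and 598 nm emission, expressed as dye-equivalent concentration using rhodamine standards on every plate. Each compound was profiled across a concentration series after 15 min in 100 mM Tris, pH 8.0.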
# HBB splice mod: alters splicing of the hemoglobin beta chain | HBB splicing reporter cell assay, activation; EGFP reporter with mutant IVS2-654 intron; response scale: normalised to 500 nM splice-correcting PNA | Potency, µM (top dose mostly 46.1 µM), for the others: top-dose activation, usual class: activators | 65,000 compounds, 0.06% hits; note: potency is the fitted concentration of half-maximal effect; 0% is about no effect
#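 HeLa cells stably expressing EGFP interrupted by mutant beta-globin intron 2 (IVS2-654), 500/well in 2% FCS. Treated with compound for 2 days at 37C. Splicing correction scored as total well GFP intensity (488 nm excitation, 500-520 nm emission); 500 nM antisense PNA served as control.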
# Pol III holo inh: inhibitors of bacterial DNA polymerase III holoenzyme; reconstituted DNA polymerase III holoenzyme replication, biochemical; 71,000 compounds, 0.25% hits; Potency, µM (highest dose often 57.1 µM), for the others: at the top dose activity change, negative = inhibition; note: potency is the fitted concentration of half-maximal effect; % is set by controls: 0 for no effect and ±100 for the full control effect
#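 Reconstituted *E. coli* holoenzyme (0.35 nM Pol III, 1 nM beta, 154 nM SSB, 2 nM primase) was preincubated with compound for 15 min at RT. Synthesis on 1.4 nM ssM13Gori ran 35 min, then was stopped with PicoGreen/EDTA and read as dsDNA fluorescence.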
# FLuc inh: firefly luciferase inhibition. P08659. purified firefly luciferase, luminescence, 8 min. Potency, µM (top dose mostly 57.1 µM), for the others: top-dose activity change, negative = inhibition, most hits filed as inhibitors. 72,000 compounds, 2.2% hits. AID 411; note: potency is the fitted concentration of half-maximal effect; % is set by controls: 0 for no effect and ±100 for the full control effect; nearly all actives have a fitted effect of over 40% in size
# Target sequence (P08659 whole entry, looked up): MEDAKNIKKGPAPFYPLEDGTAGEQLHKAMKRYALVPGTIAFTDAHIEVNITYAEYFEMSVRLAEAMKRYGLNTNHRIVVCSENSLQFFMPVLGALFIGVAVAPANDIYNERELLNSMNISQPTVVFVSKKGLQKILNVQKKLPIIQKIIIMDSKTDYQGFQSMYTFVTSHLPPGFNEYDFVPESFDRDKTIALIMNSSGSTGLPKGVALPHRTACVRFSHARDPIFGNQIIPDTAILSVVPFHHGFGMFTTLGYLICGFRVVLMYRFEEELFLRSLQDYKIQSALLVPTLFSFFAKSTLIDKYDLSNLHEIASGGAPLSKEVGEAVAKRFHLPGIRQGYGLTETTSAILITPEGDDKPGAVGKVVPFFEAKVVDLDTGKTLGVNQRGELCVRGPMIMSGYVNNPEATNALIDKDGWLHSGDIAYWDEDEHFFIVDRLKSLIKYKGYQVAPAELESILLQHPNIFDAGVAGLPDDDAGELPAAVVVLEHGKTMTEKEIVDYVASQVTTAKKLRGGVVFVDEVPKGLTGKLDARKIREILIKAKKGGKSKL
#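 Inhibition of light generation by firefly luciferase from ATP and luciferin was profiled with concentration-response curves per sample, ATP held at 10 uM within the enzyme's linear range. Plates were read by luminescence after an 8-minute ambient incubation.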
# Tau fil binding: tau filament binding; recombinant tau filaments, thioflavin S fluorescence, 15 h; filaments grown with octadecylsulfate alongside compound; P10636; 71,000 compounds, 2% hits; AID 596; Potency, µM (titrated, usually from 57.1 µM), without a hit: top-dose activity change, negative = inhibition;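 note: potency is the fitted concentration of half-maximal effect; % is set by controls: 0 for no effect and ±100 for the full control effect; actives lower thioflavin S fluorescence by blocking filaments or displacing dye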
#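 ThS-based fibril read: tau 1 uM final, inducer ODS 30 uM final, 37 C for 15 h, ex 450/em 510 nm.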
# ERK AVP block: vasopressin-driven ERK pathway inhibition. HEK293-V1b, vasopressin-stimulated pERK AlphaScreen. Potency, µM (highest dose often 57.5 µM), inactives show top-dose activity, negative = inhibition, most hits filed as inhibitors. 72,000 compounds, 0.99% hits; note: potency is the fitted concentration of half-maximal effect; % is set by controls: 0 for no effect and ±100 for the full control effect; nearly all actives have a fitted effect of over 55% in size
#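 Overnight-seeded V1b-HEK293 cells in 1% FBS got compound, then vasopressin (25 nM final, 5 min, 37C), then lysis buffer. AlphaScreen detection of phospho-ERK; activity normalized to basal and full-stimulation controls.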
# Hsp90 Hop PPI: changes Hsp90-Hop TPR2A binding signal, up or down; AlphaScreen TPR2A-His6 binding biotin-Hsp90 C-terminal peptide; Potency, µM (titrated, usually from 57 µM), inactives show at the highest dose activity change, negative = inhibition; 71,000 compounds, 0.44% hits; active = well fitted curve in either direction with a large enough effect; inconclusive = small, poorly fitted or top-dose-only effect, or another doubt; note: potency is the fitted concentration of half-maximal effect; % is set by controls: 0 for no effect and ±100 for the full control effect; many of its hits are not listed in these tables
# 15-hLO inh: inhibitors of human 15-lipoxygenase (ALOX15); P16050; Potency, µM (doses to about 57.1 µM), without a hit: at the highest dose activity change, negative = inhibition, actives largely listed as inhibitors; 74,000 compounds, 1.4% hits; purified 15hLO-1, xylenol orange hydroperoxide absorbance; note: potency is the fitted concentration of half-maximal effect; % is set by controls: 0 for no effect and ±100 for the full control effect; nearly all actives have a fitted effect of over 55% in size
#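 Readout: Fe(III)-xylenol orange absorbance, 573-to-405 nm ratio as reaction progress. Enzyme 40 nM purified human 15hLO-1, substrate 50 uM arachidonic acid, 6 min RT after 15 min compound preincubation; Hepes pH 7.5 buffer with Triton X-100.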
# HADH2 inh: blocks human hydroxyacyl-CoA dehydrogenase type II; recombinant HADH2, NADH fluorescence, beta-hydroxybutyryl-CoA; Potency, µM (highest dose often 57.1 µM), without a hit: at the highest dose activity change, negative = inhibition, hits mostly inhibitors; 73,000 compounds, 3.4% hits; AID 886; note: potency is the fitted concentration of half-maximal effect; % is set by controls: 0 for no effect and ±100 for the full control effect; nearly all actives have a fitted effect of over 60% in size; many of its hits are not listed in these tables
# Target sequence (Q99714 whole entry, looked up, one chain of several): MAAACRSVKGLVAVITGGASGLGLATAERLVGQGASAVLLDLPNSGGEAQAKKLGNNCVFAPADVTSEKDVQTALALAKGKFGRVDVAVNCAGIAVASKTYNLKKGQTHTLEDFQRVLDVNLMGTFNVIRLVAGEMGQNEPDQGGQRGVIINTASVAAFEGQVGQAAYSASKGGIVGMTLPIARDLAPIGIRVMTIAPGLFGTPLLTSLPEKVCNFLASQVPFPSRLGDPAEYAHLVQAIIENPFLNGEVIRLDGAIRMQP
#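 Buffer 100 mM Tris-HCl pH 9.0/0.01% Tween-20; HADH2 20 nM; NAD+ 1 mM; beta-hydroxybutyryl-CoA 90 uM (all final). 15 min cpd preincubation, RT.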
# * = called active by the depositor; i = inactive; ? = inconclusive; · = no result given; [ ] = dose if it differs, or a comment. Unless noted, calls come from the whole dose curve; as a rule, active = well fitted curve in the direction sought with a large enough effect; inconclusive = small, poorly fitted or top-dose-only effect, or another doubt; inactive = no such curve, though single readings can be large; an effect the other way counts as inactive or inconclusive. Some of the compounds tested. The share of hits here may be higher or lower than overall.
SMILES,CRE Fsk mod,Texas Red fluor,Rhodamine fluor,HBB splice mod,Pol III holo inh,FLuc inh,Tau fil binding,ERK AVP block,Hsp90 Hop PPI,15-hLO inh,HADH2 inh
Cn1c(=O)c2c(nc(C(=N)SCC(=O)O)n2C)n(C)c1=O,-18.9%[7.6 µM],i,i,3.5%[9.22 µM],-9.6%[11.4 µM],0.9%[11.4 µM],306.6%[11.4 µM],-15.0%[11.5 µM],-4.5%[11 µM],-12.2%[11.4 µM],-17.9%[11.4 µM]
CC(C)C(=O)NC(C)C(c1cccs1)N1CCOCC1 (stereo not given),?,i,i,1.4%[0.369 µM],-3.6%,2.8%,-2.7%,-14.8%,-1.3%,-2.1%,-7.0%
COc1ccc(C)cc1NC(=O)c1cnc2scc(C)n2c1=O,?,·,·,0.5%,3.9%,1.7%,25.0%,·,-2.7%,-8.8%,41.8%[activator]
C/C=C/Cn1c(Br)nc2c1c(=O)n(C)c(=O)n2C,?,i,i,·,-1.8%,2.7%,6.0%,-26.6%,-2.5%,6.3%,-0.9%
COc1ccc(C(=O)/C=C/N2CCCCC2)cc1OC,?,·,·,-0.4%[0.0738 µM],-4.9%[11.4 µM],-22.5%,47.8%[11.4 µM],?,-6.2%[11 µM],-4.8%[11.4 µM],1.9%[11.4 µM]
Cc1cc(C)n(C(=O)CCCCCC(=O)n2nc(C)cc2C)n1,8.3%,i,i,-4.9%,-10.0%,2.6%,-3.6%,35.9%,18.9%,-3.3%,4.9%
CCOC(=O)c1ccc(NC(=O)CCc2nc(-c3ccc(Cl)cc3)no2)cc1,16.2%,?,i,-1.2%[1.84 µM],-3.7%,4.2%,69.7%,?,4.5%,-13.6%,7.3%
COc1ccc(CNc2ncnc3ccc(-c4ccccc4OC)cc23)c(OC)c1,?,i,i,0.1%,-0.5%,0.3%[2.29 µM],i,-26.4%,-15.5%,-3.2%,?
N#Cc1ccccc1OCCN1C(=O)c2ccccc2C1=O,13.2%,i,i,-2.7%,-2.9%,-3.5%,-6.5%,6.4%,-3.9%,-0.9%,-0.7%
CCOC(=O)Nc1cc2c(cc1C(C)=O)OCO2,0.2%,i,i,-0.5%,-4.9%,-0.7%,-4.9%,-3.3%,-0.3%,-0.8%,?
CCOC(=O)c1cccc(N2C(=O)c3ccccc3S2(=O)=O)c1,?,i,i,0.0%,0.1%,1.1%,-0.6%,5.0%,5.5%,-12.0%,-9.2%
CCN(CC)S(=O)(=O)c1cc(C(=O)OCC(=O)c2ccc3c(c2)NC(=O)CO3)ccc1F,13.2%,i,i,-0.1%[57.5 µM],-1.8%,-2.6%,-5.1%,31.6µM*,0.2%,-4.6%,8.8%
CCOC(=O)c1ccccc1NS(=O)(=O)c1ccccc1F,-2.0%,?,i,-1.9%,-0.6%,-2.4%,3.0%,26.2%,?,0.8%,8.2%
CCn1c(SCC(=O)Nc2nc(C)c(C)s2)nnc1-c1ccco1,3.2%,i,i,-0.3%[57.5 µM],-3.3%,0.5%,6.7%,?,-0.4%,2.6%,14.6%
CCCCn1c(SCC(N)=O)nnc1-c1cc(OC)c(OC)c(OC)c1,?,i,i,0.5%,0.2%,1.5%,0.5%,8.1%,-1.1%,-7.0%,14.6%
OC(CN1C2=NCCN2c2ccccc21)c1ccccc1 (stereo not given),0.3%,i,i,·,-1.5%,0.6%,5.0%,-3.1%,-6.3%,-3.1%,-9.6%
O=C(c1cc2nc(-c3ccco3)cc(C(F)(F)F)n2n1)N1CCN(c2ccc(F)cc2)CC1,?,·,·,-0.1%,-4.7%,1.3%,12.6µM*,-29.5%,-16.4%,?,-16.3%
Ic1ccc(N2CCN(Cc3c[nH]c4ncccc34)CC2)cc1,9.2%,i,i,-0.3%,-13.9%,-10.6%,-0.7%,?,-17.3%,0.2%,-12.9%
O=C(CN1CC(=O)Oc2ccccc21)NCc1ccco1,-8.6%,i,i,4.9%[0.369 µM],0.1%,2.7%,-7.0%,-21.4%,?,29.2%,-1.4%
c1ccc(C(Cc2nc(-c3ccncc3)no2)c2ccccc2)cc1,-2.3%,i,i,-0.5%,-5.2%,0.4%,-14.0%,21.3%,28.0%,10.4%,2.9%
CCOC(=O)N1CCN(C(=O)CN(c2cc(Cl)ccc2OC)S(=O)(=O)c2ccccc2)CC1,-1.7%,·,·,-0.3%,-1.2%,1.2%,20.0%,-25.8%,-2.4%,-2.6%,5.2%
CS(=O)(=O)N1CCC2(CCN(c3ccccn3)CC2)CC1,-5.7%,i,i,2.2%,-1.2%,0.2%[11.4 µM],4.3%,-15.7%,-5.5%,5.3%,1.7%
O=C(CNS(=O)(=O)c1cccc2nsnc12)NCc1ccc(Cl)cc1,-12.6%,i,i,-0.2%,-0.9%,1.1%,-21.8%,0.0%,-0.5%,1.7%,-23.5%
O=S(=O)(NC1CCCC1)c1ccc(S(=O)(=O)N(Cc2cccs2)CC2CCCO2)cc1 (stereo not given),2.8%,i,i,·,1.0%,1.5%,-2.3%,3.6%,3.6%,-16.3%,5.8%
O=C(Cn1ncc2c1-c1ccccc1OC2)Nc1ccc(Cl)cn1,13.2%,·,·,0.1%,-3.2%,-2.1%,-14.7%,2.3%,?,-24.2%,5.6%
COc1ccccc1NS(=O)(=O)c1ccc(C(=O)OCC(=O)NCc2ccco2)cc1,-8.1%,i,i,-3.7%,-3.1%,0.4%,4.1%,-8.1%,-6.2%,-13.1%,12.9%
Cc1cc2ccccc2c(=O)n1CC(=O)N1CCN(c2cccc(Cl)c2)CC1,-1.2%,i,i,-0.8%,1.8%,0.0%,23.3%,19.6%,-1.1%,-8.3%,7.2%
C=CCn1c(NC(C)c2cc(Cl)ccc2O)nc2ccccc21 (stereo not given),?,·,·,-0.7%,5.1%,-0.5%,24.7%,-17.7%,3.1%,-19.5%,1.4%
COc1cccc(C(=O)N(CN2CCCC2=O)c2cccc(Cl)c2)c1OC,?,i,i,0.9%,-2.1%,0.3%,-0.3%,-14.7%,-2.1%,0.4%,-1.1%
Cc1ccc(C)c(Cn2nnc3c(=O)[nH]c(C4CCN(C(=O)c5cccs5)CC4)nc32)c1,?,?,i,·,-0.7%,-1.0%,52.7%,-26.5%,-15.5%,-8.6%,0.0%
CC(CCc1ccccc1)NC(=O)c1ccncc1 (stereo not given),-14.1%,i,i,-1.0%,2.8%,-1.4%,7.7%,-11.8%,0.1%,-0.1%,1.7%
Cc1nc(NC2CCCCC2)c2nc(-c3ccccc3)n(CCN(C)C)c2n1,?,·,·,-0.6%,-4.4%,·,11.3%,-3.8%,-7.9%,?,?
Cc1cc(C(=O)COC(=O)c2ccc3c(c2)OCO3)c(C)n1Cc1cccs1,-4.7%,i,i,-2.6%,-1.6%,?,87.9%,-4.5%,0.9%,-2.1%,11.6%
Cc1cccn2c(=O)c3cc(C(=O)NCc4ccco4)c(=N)n(C(C)C)c3nc12,?,?,i,-1.3%,-17.0%,-0.8%,90.3%,-15.6%,-6.7%,-16.3%,31.6µM*
COc1cc(C2C(C#N)=C(N)OC3=C2C(=O)CCC3)ccc1OC(=O)N1CCOCC1 (stereo not given),-9.8%,i,i,-2.5%,-5.6%,-3.5%,-5.6%,19.9%,-1.5%,1.5%,-1.6%
O=C(CN1CCC(c2nc3ccccc3s2)CC1)NCc1cccs1,-28.9%,?,i,4.0%,-6.0%,-11.5%,9.4%,1.7%,3.6%,-10.6%,-0.8%
COc1cc(OC)c2cc(-c3ccncc3)cnc2c1,5.01µM*,·,·,·,-19.5%,3.7%,47.3%,?,1.1%,?,31.6µM*
C=C1C[C@]23C[C@@]1(O)CC[C@H]2[C@@]12C=C[C@H](O)[C@@](C)(C(=O)O1)[C@H]2[C@@H]3C(=O)O,-8.4%,·,·,0.1%,1.1%,·,-5.1%,14.5%,-5.3%,-2.9%,-4.1%
COc1ccccc1S(=O)(=O)Cc1ccc(C(=O)NCCN(C)C)o1,-3.3%,·,·,-0.7%,-1.1%,2.4%,-11.7%,-1.7%,0.4%,3.6%,-0.8%
CCOCCCNC(=O)N1CCOCC1,-4.3%,i,i,1.4%,-0.5%,0.2%,0.1%,-23.7%,-2.8%,6.1%,5.6%
Oc1cc(O)c2c(c1)O[C@@H](c1ccc(O)c(O)c1)[C@H](O[C@@]1(c3cc(O)c(O)c(O)c3)Oc3cc(O)cc(O)c3[C@H](O)[C@@H]1O)C2,-7.0%[7.6 µM],i,i,2.6%[9.22 µM],1µM*,-3.5%[11.4 µM],0.4%[11.4 µM],-15.3%[11.5 µM],?,1µM*,0.631µM*
COC(=O)c1ccc(C#CC(NP(=O)(c2ccccc2)c2ccccc2)c2ccccc2)cc1 (stereo not given),-9.9%,·,·,2.4%,-1.4%,·,179.6%,-28.8%,-20.4%,·,20µM*
